RGS7-Gao reg: human RGS7-Galphao interaction regulation; P09471; Multiplexed bead flow cytometry, RGS7-Galphao binding; actives lie on both sides; binding response (% of control), % at 10 µM; 0.35% of 220,000 active; in the data active = binding response below about 49% or above about 150%; inconclusive = no clear call, values can overlap the other calls; inactive = in between;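 also: fluorescent Galphao held in activated GDP-AlF4 state binding bead-coupled RGS7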
Bcl-B Bim block: inhibitors of Bim-Bcl-B interaction, human. Q9HD36. bead-based flow cytometry, Bim peptide-Bcl-B binding. inhibition, % at 10 µM. AID 951. 0.073% of 190,000 active;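 also: 0% = tracer peptide without compound and 100% = reference inhibitor peptide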
Target sequence (Q9HD36 whole entry, looked up): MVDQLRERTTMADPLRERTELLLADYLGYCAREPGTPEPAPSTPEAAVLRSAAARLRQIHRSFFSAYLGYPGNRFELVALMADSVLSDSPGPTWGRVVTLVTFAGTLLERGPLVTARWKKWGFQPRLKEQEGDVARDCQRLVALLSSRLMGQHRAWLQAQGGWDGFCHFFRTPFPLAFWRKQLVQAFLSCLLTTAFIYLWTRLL
Bfl-1 Bim block: disrupts Bim binding to human Bfl-1 | Q16548 | Bead-based flow cytometry, Bim-Bfl-1 binding inhibition | inhibition, % at 10 µM | 0.12% of 190,000 active;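 also: 0% = wells without compound plus tracer and 100% = blocker peptide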
Bcl-W Bim block: inhibitors of Bim-Bcl-W interaction, human; Q92843; bead-based flow cytometry, Bim peptide-Bcl-W binding; inhibition, % at 10 µM; 0.02% of 190,000 active;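 also: 0% = bound tracer without compound and 100% = peptide blocker; higher means less fluorescent Bim peptide bound to Bcl-W beads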
Target sequence (Q92843 whole entry, looked up): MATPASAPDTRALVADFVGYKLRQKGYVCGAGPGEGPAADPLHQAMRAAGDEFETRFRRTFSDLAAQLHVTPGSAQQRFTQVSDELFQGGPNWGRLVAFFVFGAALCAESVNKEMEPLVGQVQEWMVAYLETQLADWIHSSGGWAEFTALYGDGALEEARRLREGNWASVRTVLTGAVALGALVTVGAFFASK
Bim-Bcl-2: inhibitors of Bim-Bcl-2 interaction, human; 0.06% of 190,000 active; inhibition, % at 10 µM; Bead-based flow cytometry, Bim peptide-Bcl-2 binding; in the data active = inhibition above about 40%; inconclusive = no clear call, values can overlap the other calls;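 also: 0% = no compound wells with probe peptide and 100% = reference peptide inhibitor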
Target sequence (P10415 whole entry, looked up): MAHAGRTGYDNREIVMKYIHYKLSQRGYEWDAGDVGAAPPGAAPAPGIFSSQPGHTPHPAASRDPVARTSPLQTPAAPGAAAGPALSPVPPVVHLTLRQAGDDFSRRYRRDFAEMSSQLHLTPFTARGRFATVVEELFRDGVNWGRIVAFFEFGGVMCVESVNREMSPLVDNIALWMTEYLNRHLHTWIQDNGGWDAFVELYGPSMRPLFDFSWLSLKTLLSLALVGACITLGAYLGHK
RGS8-Gao: regulators of human RGS8-Galphao interaction; response (percent of control binding), % at 10 µM; 0.34% of 220,000 active; P09471; multiplexed bead flow cytometry, RGS8-Galphao binding; actives lie on both sides; in the data active = response below about 60% or above about 140%; inactive = in between;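 also: Galphao activated as the GDP aluminium fluoride complex binding bead-coupled RGS8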
Mcl-1 Bim block: human Bim-Mcl-1 interaction inhibition; Bead-based flow cytometry, Bim peptide-Mcl-1 binding; AID 1009; inhibition, % at 10 µM; Q07820; 0.1% of 190,000 active;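 also: 0% = no compound tracer wells and 100% = peptide blocker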
Bim-Bcl-XL: disrupts Bim peptide binding to human Bcl-XL; Q07817; bead flow cytometry, fluorescence; inhibition, % at 10 µM; 0.04% of 190,000 active; AID 1007
Target sequence (Q07817 whole entry, looked up): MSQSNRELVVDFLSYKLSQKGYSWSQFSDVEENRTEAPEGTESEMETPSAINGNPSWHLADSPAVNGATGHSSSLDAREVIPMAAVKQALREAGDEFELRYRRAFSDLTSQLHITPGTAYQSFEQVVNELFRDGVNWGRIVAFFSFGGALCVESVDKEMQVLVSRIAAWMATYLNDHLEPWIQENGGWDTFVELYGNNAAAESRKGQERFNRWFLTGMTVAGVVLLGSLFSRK
RGS4-Gao reg: modulates binding of RGS4 to human Galphao; P09471; Multiplexed bead flow cytometry; actives lie on both sides; binding response (% of control), % at 10 µM; 0.33% of 220,000 active; AID 1415; in the data active = binding response below about 49% or above about 150%; inactive = in between;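 also: fluorescent Galphao activated with aluminum fluoride binding bead-coupled RGS4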
Mcl1 Bid PPI: Mcl-1/Bid interaction inhibition | Q07820 | TR-FRET Mcl-1/Bid-Dy647 peptide binding, 1536-well | inhibition, % at 21.7 µM | 0.97% of 220,000 active | AID 1021;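 active = compounds that cut the binding signal by more than half at the single screening dose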;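 also: His-tagged Mcl-1 with europium anti-His antibody binding Bid BH3 peptide; 0% = Mcl-1 plus peptide wells and 100% = peptide-only wells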
GSH bead fluor: compound fluoresces at 488/530 nm on GSH beads; 0.25% of 190,000 active; GSH beads flow cytometry, compound fluorescence 488/530 nm; hits give high values; fluorescence (KMESF) at 10 µM; in the data active = fluorescence above about 89;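 also: glutathione beads carrying GST-tagged Bcl family fusion proteins plus one bare bead set; values are compound well signal with DMSO vehicle wells as background; inactives centre near 16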
Starred values were filed as active, the others as inactive. Rule as the data show it, unless noted: active = inhibition above about 40%.

CN(C)C(=S)NCc1ccccc1 was read as RGS7-Gao reg 99, Bcl-B Bim block -8, Bfl-1 Bim block 0, Bcl-W Bim block -2, Bim-Bcl-2 -3, RGS8-Gao 100, Mcl-1 Bim block -1, Bim-Bcl-XL 0, RGS4-Gao reg 98, Mcl1 Bid PPI -64 and GSH bead fluor 20.
CCOC(=O)CCCCNC(=O)Nc1ccccc1 was read as RGS7-Gao reg inconclusive, Bcl-B Bim block -4, Bfl-1 Bim block -4, Bcl-W Bim block 0, Bim-Bcl-2 0, RGS8-Gao 97, Mcl-1 Bim block 0, Bim-Bcl-XL 0, RGS4-Gao reg 102, Mcl1 Bid PPI -22 and GSH bead fluor 10.
For O=C(CSc1nc(-c2ccco2)cc(C(F)(F)F)n1)Nc1ccc2c(c1)OCO2 the results were RGS7-Gao reg 65, Bcl-B Bim block -2, Bfl-1 Bim block -1, Bcl-W Bim block 0, Bim-Bcl-2 2, RGS8-Gao 79, Mcl-1 Bim block 0, Bim-Bcl-XL -3, RGS4-Gao reg 65, Mcl1 Bid PPI -10 and GSH bead fluor 63.
`CSC1=NSC2=NC(=O)/C(=C\c3coc4ccccc4c3=O)C(=N)N12` gave RGS7-Gao reg 99, Bcl-B Bim block -6, Bfl-1 Bim block 1, Bcl-W Bim block -2, Bim-Bcl-2 -3, RGS8-Gao 101, Mcl-1 Bim block -3, Bim-Bcl-XL -4, RGS4-Gao reg 101, Mcl1 Bid PPI -32 and GSH bead fluor 11.
C=CCOc1ccc(/C=N/NC(=O)C(=O)Nc2ccccn2)cc1OC was read as RGS7-Gao reg 103, Bcl-B Bim block -4, Bfl-1 Bim block -2, Bcl-W Bim block -2, Bim-Bcl-2 1, RGS8-Gao 112, Mcl-1 Bim block -5, Bim-Bcl-XL -4, RGS4-Gao reg 107, Mcl1 Bid PPI -21 and GSH bead fluor 8.
`CN(C)S(=O)(=O)N1CCN(C(=O)N2CCOCC2)CC1` gave RGS7-Gao reg 99, Bcl-B Bim block -5, Bfl-1 Bim block -10, Bcl-W Bim block -2, Bim-Bcl-2 -7, RGS8-Gao 100, Mcl-1 Bim block 0, Bim-Bcl-XL -4, RGS4-Gao reg 102, Mcl1 Bid PPI -9 and GSH bead fluor 4.
`Nc1nonc1C(=O)NCCNCc1ccccc1OCc1ccc(F)cc1` gave RGS7-Gao reg 93, Bcl-B Bim block -3, Bfl-1 Bim block -1, Bcl-W Bim block 0, Bim-Bcl-2 2, RGS8-Gao 102, Mcl-1 Bim block -2, Bim-Bcl-XL -2, RGS4-Gao reg 91, Mcl1 Bid PPI -3 and GSH bead fluor 9.
`Cc1ccc(OCC(=O)NCCc2c[nH]c3ccccc23)cc1` gave RGS7-Gao reg 98, Bcl-B Bim block -1, Bfl-1 Bim block -2, Bcl-W Bim block 1, Bim-Bcl-2 -1, RGS8-Gao 99, Mcl-1 Bim block 2, Bim-Bcl-XL 0, RGS4-Gao reg 100, Mcl1 Bid PPI -27 and GSH bead fluor 9.
Screening Fc1ccc(C2c3[nH]c4ccccc4c3CCN2Cc2ccoc2)cc1 (stereo not drawn) returned RGS7-Gao reg 99, Bcl-B Bim block -1, Bfl-1 Bim block -5, Bcl-W Bim block -2, Bim-Bcl-2 -2, RGS8-Gao 99, Mcl-1 Bim block 2, Bim-Bcl-XL -2, RGS4-Gao reg 95, Mcl1 Bid PPI -19 and GSH bead fluor 9.
`CC1(C)CC(=O)C2=C(C1)OC(N)=C(C#N)C2c1cn(-c2ccccc2)nc1-c1ccccc1` (stereo not drawn) gave RGS7-Gao reg 106, Bcl-B Bim block -3, Bfl-1 Bim block -2, Bcl-W Bim block -6, Bim-Bcl-2 -1, RGS8-Gao 104, Mcl-1 Bim block -5, Bim-Bcl-XL -9, RGS4-Gao reg 108, Mcl1 Bid PPI 37 and GSH bead fluor 10.
O=C(NNC(=S)NC(=O)c1ccco1)c1ccc(NC(=O)c2ccccc2)cc1 was read as RGS7-Gao reg 97, Bcl-B Bim block -9, Bfl-1 Bim block 5, Bcl-W Bim block 2, Bim-Bcl-2 0, RGS8-Gao 97, Mcl-1 Bim block -3, Bim-Bcl-XL 0, RGS4-Gao reg 97, Mcl1 Bid PPI -96 and GSH bead fluor 63.
Screening O=C(CN(CCc1ccccc1)S(=O)(=O)c1ccc(Br)cc1)N/N=C/c1ccccc1C(=O)O returned RGS7-Gao reg 100, Bcl-B Bim block -1, Bfl-1 Bim block -1, Bcl-W Bim block -5, Bim-Bcl-2 3, RGS8-Gao 101, Mcl-1 Bim block 0, Bim-Bcl-XL -2, RGS4-Gao reg 104, Mcl1 Bid PPI 1 and GSH bead fluor 72.
For COC(=O)c1sccc1NC(=O)CN(C)NS(=O)(=O)c1ccc(Cl)cc1 the results were RGS7-Gao reg 98, Bcl-B Bim block -1, Bfl-1 Bim block -3, Bcl-W Bim block 0, Bim-Bcl-2 0, RGS8-Gao 100, Mcl-1 Bim block 0, Bim-Bcl-XL -2, RGS4-Gao reg 97, Mcl1 Bid PPI -78 and GSH bead fluor 14.
O=C(COC(=O)c1ccccc1O)NCCCc1ccccc1 was read as RGS7-Gao reg 102, Bcl-B Bim block -2, Bfl-1 Bim block -6, Bcl-W Bim block -2, Bim-Bcl-2 0, RGS8-Gao 104, Mcl-1 Bim block 0, Bim-Bcl-XL 0, RGS4-Gao reg 96, Mcl1 Bid PPI -4 and GSH bead fluor 15.
Screening COc1ccccc1C(=O)N/C(=C/c1cccc([N+](=O)[O-])c1)C(=O)Nc1cccc(C(=O)O)c1 returned RGS7-Gao reg 101, Bcl-B Bim block 5, Bfl-1 Bim block 2, Bcl-W Bim block 0, Bim-Bcl-2 4, RGS8-Gao 101, Mcl-1 Bim block -1, Bim-Bcl-XL 0, RGS4-Gao reg 101, Mcl1 Bid PPI 5 and GSH bead fluor 11.
Screening COC(=O)C1CCN(C(=O)CSc2nnc(-c3ccncc3)o2)CC1 returned RGS7-Gao reg 103, Bcl-B Bim block -7, Bfl-1 Bim block -11, Bcl-W Bim block 4, Bim-Bcl-2 -7, RGS8-Gao 106, Mcl-1 Bim block 0, Bim-Bcl-XL -1, RGS4-Gao reg 103, Mcl1 Bid PPI -12 and GSH bead fluor 15.
For CCCCCc1ccc(OCCCC[n+]2ccc(C)cc2)c(CCCCC)c1 the results were RGS7-Gao reg 98, Bcl-B Bim block -4, Bfl-1 Bim block -5, Bcl-W Bim block 3, Bim-Bcl-2 -3, RGS8-Gao 104, Mcl-1 Bim block -3, Bim-Bcl-XL 1, RGS4-Gao reg 101, Mcl1 Bid PPI -4 and GSH bead fluor 15.
Screening CC(=O)N(CN1C(=O)C2C3C=CC(C3)C2C1=O)c1cccc(Cl)c1 (stereo not drawn) returned RGS7-Gao reg 99, Bcl-B Bim block -2, Bfl-1 Bim block -7, Bcl-W Bim block -1, Bim-Bcl-2 -5, RGS8-Gao 102, Mcl-1 Bim block 1, Bim-Bcl-XL -2, RGS4-Gao reg 101, Mcl1 Bid PPI -4 and GSH bead fluor 13.
For Cc1ccc(S(=O)(=O)Nc2cc(=O)[nH]c(SCc3ccccc3Cl)n2)cc1 the results were RGS7-Gao reg 102, Bcl-B Bim block -4, Bfl-1 Bim block 0, Bcl-W Bim block -2, Bim-Bcl-2 -2, RGS8-Gao 100, Mcl-1 Bim block -2, Bim-Bcl-XL -6, RGS4-Gao reg 98, Mcl1 Bid PPI -21 and GSH bead fluor 13.
`COc1ccc(-c2cc(C(F)(F)F)n3ncc(C(=O)Nc4c(C)n(C)n(-c5ccccc5)c4=O)c3n2)cc1` gave RGS7-Gao reg 107, Bcl-B Bim block 0, Bfl-1 Bim block -4, Bcl-W Bim block 1, Bim-Bcl-2 -5, RGS8-Gao 105, Mcl-1 Bim block -2, Bim-Bcl-XL -1, RGS4-Gao reg 102, Mcl1 Bid PPI -19 and GSH bead fluor 12.
For O=C(c1ccccc1)N1CCN(C(=O)c2ccc(OC(F)(F)F)cc2)CC1 the results were RGS7-Gao reg 101, Bcl-B Bim block -36, Bfl-1 Bim block -11, Bcl-W Bim block 1, Bim-Bcl-2 -13, RGS8-Gao 102, Mcl-1 Bim block -138, Bim-Bcl-XL -1, RGS4-Gao reg 101, Mcl1 Bid PPI -33 and GSH bead fluor 57.
For C=CCOc1ccc(C2C(C(=O)c3ccco3)=C(O)C(=O)N2c2nnc(C)s2)cc1 (stereo not drawn) the results were RGS7-Gao reg 104, Bcl-B Bim block -1, Bfl-1 Bim block -9, Bcl-W Bim block -1, Bim-Bcl-2 -3, RGS8-Gao 105, Mcl-1 Bim block -1, Bim-Bcl-XL 0, RGS4-Gao reg 104, Mcl1 Bid PPI -22 and GSH bead fluor 18.
`CCC1CCCCN1C(=O)CSc1nc(C)cc(C)n1` (stereo not drawn) gave RGS7-Gao reg 105, Bcl-B Bim block -1, Bfl-1 Bim block -5, Bcl-W Bim block 2, Bim-Bcl-2 -1, RGS8-Gao 101, Mcl-1 Bim block 0, Bim-Bcl-XL 0, RGS4-Gao reg 102, Mcl1 Bid PPI -9 and GSH bead fluor 16.
COc1ccc(CCNS(=O)(=O)c2ccc3oc(C(=O)O)c(C)c3c2)cc1OC was read as RGS7-Gao reg 99, Bcl-B Bim block -6, Bfl-1 Bim block -20, Bcl-W Bim block -3, Bim-Bcl-2 -7, RGS8-Gao 101, Mcl-1 Bim block -3, Bim-Bcl-XL -9, RGS4-Gao reg 101, Mcl1 Bid PPI 6 and GSH bead fluor 25.
`COc1ccc(CC(=O)NCCC2=CCCCC2)cc1` gave RGS7-Gao reg 103, Bcl-B Bim block -6, Bfl-1 Bim block -5, Bcl-W Bim block -1, Bim-Bcl-2 -4, RGS8-Gao 103, Mcl-1 Bim block -1, Bim-Bcl-XL -1, RGS4-Gao reg 103, Mcl1 Bid PPI -20 and GSH bead fluor 10.

4 successive compounds already listed, quoted:
CN(C)C(=S)NCc1ccccc1 was read as RGS7-Gao reg 99, Bcl-B Bim block -8, Bfl-1 Bim block 0, Bcl-W Bim block -2, Bim-Bcl-2 -3, RGS8-Gao 100, Mcl-1 Bim block -1, Bim-Bcl-XL 0, RGS4-Gao reg 98, Mcl1 Bid PPI -64 and GSH bead fluor 20.
CCOC(=O)CCCCNC(=O)Nc1ccccc1 was read as RGS7-Gao reg inconclusive, Bcl-B Bim block -4, Bfl-1 Bim block -4, Bcl-W Bim block 0, Bim-Bcl-2 0, RGS8-Gao 97, Mcl-1 Bim block 0, Bim-Bcl-XL 0, RGS4-Gao reg 102, Mcl1 Bid PPI -22 and GSH bead fluor 10.
For O=C(CSc1nc(-c2ccco2)cc(C(F)(F)F)n1)Nc1ccc2c(c1)OCO2 the results were RGS7-Gao reg 65, Bcl-B Bim block -2, Bfl-1 Bim block -1, Bcl-W Bim block 0, Bim-Bcl-2 2, RGS8-Gao 79, Mcl-1 Bim block 0, Bim-Bcl-XL -3, RGS4-Gao reg 65, Mcl1 Bid PPI -10 and GSH bead fluor 63.
`CSC1=NSC2=NC(=O)/C(=C\c3coc4ccccc4c3=O)C(=N)N12` gave RGS7-Gao reg 99, Bcl-B Bim block -6, Bfl-1 Bim block 1, Bcl-W Bim block -2, Bim-Bcl-2 -3, RGS8-Gao 101, Mcl-1 Bim block -3, Bim-Bcl-XL -4, RGS4-Gao reg 101, Mcl1 Bid PPI -32 and GSH bead fluor 11.
